Bioassay records (PubChem)
UHRF1 binding – human UHRF1 methylated DNA binding inhibitors | UHRF1 binding to methylated oligo, TR-FRET | AID 687016 | inhibition, % at 4.4 µM | Q96T88 | 0.75% of 370,000 active; in the data active means inhibition above about 21%;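 further: UHRF1 SRA domain binding a hemimethylated CpG hairpin DNA probe; 0% = median of test compound wells and 100% = reference inhibitor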
PG9 binder – binds the HIV-1 gp120 antibody PG9; TR-FRET gp120-PG9 antibody binding; inhibition, % at 6.7 µM; 0.43% of 360,000 active; AID 624416; in the data active means inhibition above about 8.5%
PRMT1 FP inh – PRMT1 (human) inhibition, primary screen; Q99873; recombinant PRMT1, activity-based probe fluorescence polarization; inhibition, % at 2.79 µM; 1.3% of 370,000 active; AID 652257;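 active means inhibition above about 21% made by adding two undisclosed values, limit read from the data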
SIAE inh – inhibitors of human sialic acid acetylesterase SIAE; AID 1053197; Q9HAT2; SIAE FP-Rh probe binding, fluorescence polarization; inhibition, % at 9.66 µM; 0.69% of 370,000 active;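 active means inhibition above a cutoff: mean of compounds within the control limits plus 3 SD of those, cut at about 17% in these data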;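 further: 0% = plate median of compound wells and 100% = probe without SIAE protein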
Target sequence (Q9HAT2 whole entry, looked up): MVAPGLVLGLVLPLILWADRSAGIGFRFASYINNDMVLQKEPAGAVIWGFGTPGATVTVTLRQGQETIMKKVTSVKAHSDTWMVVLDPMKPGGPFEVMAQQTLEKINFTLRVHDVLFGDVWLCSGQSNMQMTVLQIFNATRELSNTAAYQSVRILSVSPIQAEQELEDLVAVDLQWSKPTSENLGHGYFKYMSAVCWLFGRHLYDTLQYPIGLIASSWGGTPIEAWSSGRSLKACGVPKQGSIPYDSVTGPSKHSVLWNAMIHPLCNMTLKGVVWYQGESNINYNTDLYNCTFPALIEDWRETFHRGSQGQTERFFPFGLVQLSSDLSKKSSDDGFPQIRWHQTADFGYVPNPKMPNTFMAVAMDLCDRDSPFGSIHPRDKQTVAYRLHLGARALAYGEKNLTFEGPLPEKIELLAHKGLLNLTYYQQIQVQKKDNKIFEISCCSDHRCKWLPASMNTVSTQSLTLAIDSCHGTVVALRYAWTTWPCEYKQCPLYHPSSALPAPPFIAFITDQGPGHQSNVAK
TCR-CD3 inh – human TCR-CD3 binding inhibition; TAMRA-labeled TCR probe fluorescence, biochemical; inhibition, % at 9.4 µM; 0.37% of 360,000 active; in the data active means inhibition above about 19%;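 further: recombinant mutant TCR 2C K166C tagged with TAMRA read by polarization; 0% = receptor in buffer alone and 100% = receptor with positive control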
Tn7 DDE FP – disrupts Tn7 cyclic peptide binding to fibrin D-Dimer-E complex; 0.13% of 370,000 active; FP displacement of FITC-Tn7 peptide from fibrin DD(E); 0% = median of compound wells per plate; inhibition, % at 8.3 µM;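 active means inhibition above the mean of compounds falling within the control limits plus 3 SD of them, cut at about 14% in these data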;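 further: 0% = plate median of compound wells and 100% = 10 µM Aha-Tn7 peptide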
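Assay system: human fibrin DD(E). Input: DD(E) 2 µM final. Medium: Tris buffer with calcium and detergent, pH 7.8. Compound dosing: single point at 8.3 µM. Timing: 10 min plus 3 h, room temperature. Technique: fluorescence polarization of the labelled Tn7 tracer. Read-out: percent inhibition. Replicates: singlicate testing.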
LEDGF integ inh – blocks HIV-1 LEDGF/p75-dependent DNA integration. TR-FRET IN-LEDGF/p75 DNA integration, Eu/Cy5. inhibition, % at 3.7 µM. 0.64% of 370,000 active. AID 743269;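 active means inhibition above the screen-wide mean plus 3 SD, cut at about 13% in these data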;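 further: signal is the Cy5 over europium emission ratio at 671 and 618 nm; 0% = plate median of compound wells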
TDP2 absorb – TDP2 (human) inhibition, absorbance primary screen; 0.34% of 370,000 active; AID 720702; recombinant TDP2, T5PNP hydrolysis, p-nitrophenol absorbance 415 nm; O95551; inhibition, % at 12.8 µM;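 active means inhibition above the mean of all tested compounds plus 3 SD, set per campaign, cut at about 25% in these data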;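 further: 0% = DMSO with enzyme and 100% = buffer with substrate but no TDP2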
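Test system: Human TDP2 enzyme | Reagent: 5 mM T5PNP | Compound dosing: 12.8 µM single point, 1% DMSO | Incubation: Enzyme reaction with compound for 2 h at 37 °C | Technique: p-Nitrophenol epi absorbance | Read-out: % inhibition relative to enzyme-containing and enzyme-free wells | Benchmarks: High control without enzyme, low control DMSO plus TDP2 | Replicates: Singlicate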
mABHD4 FP – inhibits mouse alpha/beta hydrolase domain 4; Q8VD66; purified mABHD4, FP-Rh probe fluorescence polarization; inhibition, % at 8.92 µM; 0.54% of 370,000 active; AID 720543;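 active means inhibition exceeding the mean over every tested compound plus 3 SD, cut at about 30% in these data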;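 further: 0% = plate median of compound wells and 100% = S159A mutant with DMSO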
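Test system: mouse ABHD4 enzyme, wild type. Reagent: FP-Rh fluorescent activity-based probe, added after compound pre-incubation. Timing: pre-incubation 45 min, probe exposure 60 min, at 25 °C. Technique: FP readout, ex 525 nm / em 598 nm. Benchmarks: high control S159A mutant with DMSO, low control median of compound wells.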
HTRA1 inhibitor – blocks human HTRA1 serine peptidase; Q92743; recombinant HTRA1, FP-rhodamine activity-based probe, fluorescence polarization; inhibition, % at 5.96 µM; 0.5% of 340,000 active; AID 504803; in the data active means inhibition above about 36%;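 further: 0% = enzyme with DMSO and 100% = wells lacking enzyme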
The depositor's hits bear a star; · = not tested or not shown; & = joins results of further samples.

Short forms – A = UHRF1 binding; B = PG9 binder; C = PRMT1 FP inh; D = SIAE inh; E = TCR-CD3 inh; F = Tn7 DDE FP; G = LEDGF integ inh; H = TDP2 absorb; I = mABHD4 FP; J = HTRA1 inhibitor
Compound: COC(=O)C1=CO[C@@H](C)[C@H]2CN3CCc4c([nH]c5ccccc45)[C@@H]3C[C@H]12
  A = 6	B = -5.3	C = 10	D = 0	E = -5	F = 3	G = -3	H = -6	I = -15	J = 3
Compound: CCOc1ncccc1C(=O)N1CCN(S(=O)(=O)c2cccs2)CC1
  A = 1	B = 0.3	C = -6	D = -3	E = 5	F = 9	G = 2	H = 4	I = -1	J = 6
Compound: Cc1oncc1C(=O)Nc1cccc(C#N)c1
  A = 0	B = -0.3	C = 1	D = -1	E = 6	F = 2	G = 1	H = 8	I = 4	J = 3
Compound: Cc1ccc(SCc2c(C(=O)N/N=C/C3CC=CCC3)nnn2-c2nonc2N)cc1 (centres undefined)
  A = -2	B = -2.0	C = -5	D = 2	E = -3	F = -1	G = -2	H = -8	I = -2	J = -3
Compound: CCCCCCSc1cccc(-c2nc3ccccn3c2NCc2ccccc2)c1
  A = 0&5	B = -0.6&0.5	C = 2&11	D = 11&7	E = -1&-4	F = 0&-7	G = -3&2	H = -3&-13	I = 20&6	J = -21
Compound: CC(C)(C)NC(=O)C(c1ccccn1)N(C(=O)C1CSC(=O)C1)c1ccccc1F (centres undefined)
  A = 2	B = 0.5	C = 1	D = 3	E = 3	F = 8	G = -1	H = 4	I = 2	J = 1
Compound: O=C(OCC#CCSc1nnc(-c2cccc3ccccc23)o1)c1cc(F)c(F)c(F)c1
  A = -5	B = ·	C = -2	D = 5	E = ·	F = -7	G = 0	H = 7	I = 6	J = ·
Compound: Cc1cc(C)n2c(NC3CCCC3)c(-c3cc4ccccc4o3)nc2n1
  A = 0	B = 0.2	C = -1	D = 2	E = -8	F = 0	G = 2	H = 2	I = -2	J = ·
Compound: CCCN(C(=O)CCNC(=O)c1ccc(Cl)cc1)c1c(N)n(Cc2ccccc2)c(=O)[nH]c1=O
  A = -2	B = 0.3	C = -3	D = 0	E = -1	F = -4	G = 0	H = 2	I = 0	J = 0
Compound: O=C(Nc1ccc(F)cc1F)c1cccc(S(=O)(=O)N2CCCCC2)c1
  A = 6	B = -0.2	C = -7	D = 8	E = 4	F = -5	G = 3	H = -6	I = -3	J = 5
Compound: O=C(CCc1nc(-c2ccccc2Cl)no1)NC1CCCCC1
  A = 1	B = -0.3	C = -4	D = 3	E = 3	F = 10	G = 1	H = 5	I = -2	J = 4
Compound: O=C(Cn1nc(C(=O)O)c2ccccc2c1=O)c1c[nH]c2ccccc12
  A = 1	B = -0.3	C = -3	D = -40	E = -12	F = -3	G = 5	H = -1	I = -32	J = -63
Compound: COc1ccc([C@H]2CC(=O)C=C(c3ccc(F)cc3OCc3ccccc3)C2)cc1
  A = 2	B = -0.6	C = 2	D = -5	E = 6	F = 3	G = -1	H = 5	I = -1	J = 3
Compound: NC(=O)c1ccc(NC(=O)COC(=O)C(Cc2ccccc2)NC(=O)c2ccccc2)cc1 (centres undefined)
  A = 1	B = -0.9	C = 7	D = -8	E = -1	F = 0	G = -4	H = -5	I = -8	J = -19
Compound: Cc1ccc(CSc2nnc(CNc3ccc(F)cc3)o2)cc1
  A = -1	B = -0.5	C = -5	D = 5	E = -2	F = 0	G = 7	H = -2	I = -16	J = -6
Compound: O=C(CCc1nnc2ccc(N3CCC4(CC3)OCCO4)nn12)NCc1ccc(F)cc1
  A = 3	B = 1.3	C = 2	D = 0	E = -6	F = 3	G = -4	H = -7	I = -1	J = -3
Compound: Cc1ccccc1C(=O)Nc1c(C(=O)N(CCN(C)C)Cc2ccco2)oc2ccccc12
  A = 0	B = 0.0	C = -1	D = -1	E = 6	F = 13	G = 0	H = 1	I = 10	J = 4
Compound: CCCCCn1c(CNC(=O)COC)nc2ccccc21
  A = 1	B = 1.6	C = 1	D = 6	E = 0	F = 6	G = -1	H = 0	I = 0	J = 6
Compound: O=C(CC1SC(N2CCCCC2)=NC1=O)Nc1ccc(C(=O)Nc2ccccc2)cc1 (centres undefined)
  A = -2	B = -0.3	C = -8	D = 3	E = -2	F = -1	G = 5	H = -7	I = -9	J = -24
Compound: Cc1ccccc1NC(=O)NNC(=O)c1ccc2ccccc2c1
  A = -1	B = -2.5	C = -1	D = 4	E = -2	F = 1	G = 1	H = 0	I = 3	J = -7
Compound: Clc1nnc(NN=C2CCCC2)c2ccccc12
  A = -6	B = 0.4	C = 4	D = 4	E = 2	F = -1	G = 0	H = 10	I = -4	J = 17
Compound: O=C(NC(Cc1ccccc1)C(=O)N1CCN(c2ccccc2O)CC1)c1ccccc1 (centres undefined)
  A = 0	B = 0.3	C = 3	D = 11	E = -4	F = -8	G = 2	H = 0	I = 11	J = -4
Compound: Cc1ccccc1C(=O)N/N=C/c1ccsc1C
  A = 4	B = -1.1	C = -1	D = 2	E = 6	F = 3	G = 3	H = 4	I = 5	J = 3
Compound: CN1C(=O)c2ccccc2Sc2ccc(NC(=O)NC3CC3)cc21
  A = -1	B = 0.4	C = -2	D = -9	E = 4	F = -4	G = 0	H = -10	I = -8	J = -4
Compound: CCn1c(SCC(=O)c2ccc3ccccc3c2)nnc1-c1cccs1
  A = -2	B = -3.0	C = 3	D = -5	E = 7	F = 10	G = -2	H = 6	I = -22	J = -19
Compound: O=C(NCC1CCCCC1)c1cccnc1Cl
  A = 2	B = -0.6	C = 1	D = 8	E = 1	F = 2	G = -1	H = 7	I = -2	J = 0
Compound: CN(C)C(=O)COC(=O)[C@H](Cc1ccccc1)NC(=O)c1ccco1
  A = 2	B = 3.7	C = 1	D = -1	E = -5	F = 0	G = 1	H = 2	I = -2	J = 3
Compound: COc1cc2c(cc1OC)-c1nnc(-c3cccs3)n1C1(CCCC1)C2
  A = -2	B = -2.2	C = 0	D = 2	E = 2	F = 2	G = -2	H = 2	I = 0	J = 1

Three of the entries above in order of their number in TCR-CD3 inh, ascending:
smiles | TCR-CD3 inh
O=C(NC(Cc1ccccc1)C(=O)N1CCN(c2ccccc2O)CC1)c1ccccc1 (centres undefined) | -4
COc1cc2c(cc1OC)-c1nnc(-c3cccs3)n1C1(CCCC1)C2 | 2
CCn1c(SCC(=O)c2ccc3ccccc3c2)nnc1-c1cccs1 | 7

In a second layout: entries from further up
Below each compound: UHRF1 binding | PG9 binder | PRMT1 FP inh | SIAE inh | TCR-CD3 inh | Tn7 DDE FP | LEDGF integ inh | TDP2 absorb | mABHD4 FP | HTRA1 inhibitor
O=C(NCC1CCCCC1)c1cccnc1Cl
 : 2 | -0.6 | 1 | 8 | 1 | 2 | -1 | 7 | -2 | 0
O=C(NC(Cc1ccccc1)C(=O)N1CCN(c2ccccc2O)CC1)c1ccccc1 (centres undefined)
 : 0 | 0.3 | 3 | 11 | -4 | -8 | 2 | 0 | 11 | -4
CCCCCn1c(CNC(=O)COC)nc2ccccc21
 : 1 | 1.6 | 1 | 6 | 0 | 6 | -1 | 0 | 0 | 6
CCn1c(SCC(=O)c2ccc3ccccc3c2)nnc1-c1cccs1
 : -2 | -3.0 | 3 | -5 | 7 | 10 | -2 | 6 | -22 | -19
